# KLF5 inh – suppresses KLF5 promoter-driven expression. DLD-1 KLF5 promoter-luciferase reporter, luminescence. inhibition, % at 5 µM. 290,000 compounds, 0.23% hits;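 active = inhibition above a per-plate limit of that plate's mean compound inhibition plus 3 SD, cut at about 60% in these data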;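 note: 0% = DMSO wells and 100% = LY294002 at 200 µM; higher means less KLF5 promoter-driven luciferase light; inactives centre near -14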
# HSP90 inh – inhibitors of HSP90 luciferase refolding in rabbit reticulocyte lysate. luciferase refolding luminescence, 3 h. inhibition, % at 5.6 µM. 290,000 compounds, 0.91% hits;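 active = inhibition above the screen-wide mean plus 3 SD, computed separately per campaign, cut at about 16% in these data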;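 note: 0% = DMSO wells and 100% = 60 µM geldanamycin wells; inhibitors lower the luminescence because luciferase stays unfolded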
# aSyn UTR inh – MLPCN primary screen, SNCA 5' untranslated region. alpha-synuclein 5'UTR reporter, inhibitor activity. inhibition, % (tested at 7.5 µM). 300,000 compounds, 0.82% hits. AID 1813; in the data active = inhibition above about 60%; inconclusive = no clear call, values can overlap the other calls;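 note: H4 neuroglioblastoma cells stably carrying SNCA 5'UTR luciferase fusion; 0% = DMSO wells and 100% = positive control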
# HSF1 activator – increases HSF-1 driven luciferase reporter signal. NIH3T3-HGL HSF-1 luciferase reporter, MG132, 8 h; 100% = twice DMSO control signal. activation, % at 9 µM. 300,000 compounds, 1.7% hits. AID 504408;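 active = mean replicate activation of at least 50% with a set share of replicates each reaching 50%; inconclusive = only one of those two conditions met; inactive = mean below 50% and too few replicates reaching it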;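 note: 0% = median of the neutral control wells and 100% = twice that signal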
# HIF activator – HIF pathway transcriptional activation. U2OS HRE-luciferase reporter, luminescence; normalized: DMSO 0%, desferrioxamine 100%. activation, % at 7.5 µM (by protocol). 300,000 compounds, 0.32% hits. AID 1910;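 active = mean activation of at least 10% of the iron chelator positive control signal, with at least half of replicates also reaching 10%; inconclusive = mean and replicate majority disagree about reaching 10%; inactive = mean and most replicates under 10%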
# AI-2 QS mod – Vibrio harveyi AI-2 quorum sensing modulation | Vibrio harveyi JMH597 AI-2 luminescence/OD600 ratio, 9 h; active compounds read low; strain lacks LuxN and CqsS sensors; 0 = neutral-control median | activity change, % at 7.5 µM | 300,000 compounds, 0.4% hits | AID 2094; in the data active = activity change below about -75%, passing the limit was not always enough; inconclusive = no clear call, values can overlap the other calls;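 note: luminescence divided by OD600 gain over 9 h not by final OD600 alone; inactives centre near 13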
# HDAC3 inhib – blocks human histone deacetylase 3 | inhibition, % at 8.3 µM | 320,000 compounds, 0.15% hits | O15379 | recombinant HDAC3, fluorogenic peptide/trypsin coupled, fluorescence | AID 2718; in the data active = inhibition above about 26%, passing the limit was not always enough; inconclusive = no clear call, values can overlap the other calls
# Target sequence (O15379 whole entry, looked up): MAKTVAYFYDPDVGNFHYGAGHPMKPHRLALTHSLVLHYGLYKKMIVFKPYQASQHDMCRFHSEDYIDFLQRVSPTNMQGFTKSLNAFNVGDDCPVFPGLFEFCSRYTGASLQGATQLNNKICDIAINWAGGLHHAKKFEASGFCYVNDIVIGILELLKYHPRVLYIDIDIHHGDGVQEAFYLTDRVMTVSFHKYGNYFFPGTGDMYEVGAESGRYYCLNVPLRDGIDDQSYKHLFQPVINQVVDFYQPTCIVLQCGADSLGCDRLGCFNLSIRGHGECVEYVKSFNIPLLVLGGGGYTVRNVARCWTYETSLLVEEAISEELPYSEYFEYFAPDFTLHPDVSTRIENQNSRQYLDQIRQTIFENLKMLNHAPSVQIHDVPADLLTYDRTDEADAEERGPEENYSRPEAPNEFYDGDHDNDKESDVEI
# Platelet DG rel – modulates dense granule release in human platelets. human platelet-rich plasma, SFLLRN dense granule ATP release, luminescence. inhibition, %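 (compounds screened at 7.5 µM in platelet-rich plasma)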. 300,000 compounds, 0.22% hits. AID 1663;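 active = mean replicate score, as percent of positive control, at or above 50; inconclusive = mean below 50 but at least one replicate at or above 50; inactive = mean and every replicate below 50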
# HSF1 inh – HSF1 inhibition. NIH3T3-HGL HSE-luciferase, MG132-induced, luminescence 8 h; active compounds read low. activity change, negative = inhibition, % at 7.5 µM (by protocol). 300,000 compounds, 0.77% hits;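 active = more than half of replicate wells show activity change below -50%, luminescence cut by over half; inconclusive = some wells, but at most half, below -50%; inactive = no replicate well below -50%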;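 note: luciferase reports HSF-1 transcriptional activity via heat shock element; 0% = median of DMSO wells and -100% = zero luminescence signal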
# IEC-6 cytotox – IEC-6 cytotoxicity, counter-screen for KLF5 inhibitors. luminescence viability. inhibition, % at 5 µM. 290,000 compounds, 0.78% hits. AID 1825; in the data active = inhibition above about 22%;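 note: 0% = plate median of test compound wells and 100% = cytotoxic reference compound wells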
# Active calls of the source: *; ? = inconclusive; nt = not tested or not shown.
SMILES,KLF5 inh,HSP90 inh,aSyn UTR inh,HSF1 activator,HIF activator,AI-2 QS mod,HDAC3 inhib,Platelet DG rel,HSF1 inh,IEC-6 cytotox
COC(=O)c1cc(S(=O)(=O)N2CCN(c3ccc([N+](=O)[O-])cc3)CC2)c[nH]1,-11,-2,22,?,1.6,12,-6,-6,23,-2
Cc1ccc2[nH]c(=O)c(COC(=O)C3CCCCC3)cc2c1,20,44*,-20,-10,0.1,42,-11,0,-8,0
O=C(c1cccc([N+](=O)[O-])c1)N1CCN(S(=O)(=O)N2CCCCC2)CC1,16,-3,13,11,-0.5,nt,0,3,-3,-8
O=C(NCc1cccs1)C1CC(c2ccc(Cl)c(Cl)c2)=NO1 (centres undefined),3,-3,16,-22,0.1,15,-3,4,-5,4
CCOC(=O)CSc1nnc(Cn2nnc(-c3ccccc3)n2)n1C,-10,3,18,-5,-0.3,20,6,-6,-5,6
Cc1c(-c2csc(N)n2)cnn1C,0,-1,9,5,-0.3,12,0,17,-1,11
Cc1ccc(S(=O)(=O)N2CCN(C(=O)CCn3nc(C)c(C)c3C)CC2)cc1C,-2,-2,14,4,-1.2,nt,3,0,-3,5
Cc1cccc(-c2n[nH]c(=S)n2/N=C/c2ccc(C)o2)c1,2,3,20,0,-0.2,6,7,-11,1,1
O=C(N/N=C\c1ccccn1)C1COc2cc3ccccc3cc2O1 (centres undefined),20,2,3,1,-0.2,3,0,0,1,-2
Cc1ccc(Nc2cc(C)nc3nc(C)nn23)cc1,-3,5,-28,-6,-0.1,9,-4,7,-5,6
CN(Cc1nc2ccccc2c(=O)[nH]1)Cc1nc2ccsc2c(=O)[nH]1,-11,-2,21,-18,0.3,1,1,11,4,-4
O=C(c1cccs1)N(Cc1nc2sc3c(c2c(=O)[nH]1)CCCC3)C1CCCC1,-5,-3,-14,-2,-1.5,37,0,0,1,0
C=C(C)c1cccc(C(C)(C)NC(=O)N(C)C2CCN(C)CC2)c1,0,5,-3,19,-0.7,-4,nt,1,0,2
Cc1ccc(N2C(=O)N(CC(=O)N3CCCc4ccccc43)C(=O)C2C)cc1 (centres undefined),4,-3,31,3,-0.3,13,?,4,-2,-1
CCn1c(SCC(=O)Nc2ccc(OC)c(OC)c2)nnc1-c1cccs1,-2,0,-1,3,-0.3,11,-5,6,8,-3
CC(=O)c1cn(CCCCCCCn2cc(C(C)=O)c(=O)[nH]c2=O)c(=O)[nH]c1=O,-32,-2,-15,-6,-0.3,13,6,-5,3,-10
O=C(O)c1ccn[nH]1,nt,nt,6,5,0.0,-2,-2,-2,-2,nt
CCN1CCN(CCCNC(=O)c2cc3cc4ccc(OC)cc4nc3o2)CC1,-30,6,-29,9,1.9,6,-197,1,-1,0
CCCCCCCOC(=O)c1ccc(OC(=O)c2cccnc2)cc1,-10,2,-33,nt,0.7,-29,9,-2,nt,2
COc1ccc(-c2csc(NC(=O)CSc3n[nH]c(N)n3)n2)cc1,-26,0,-123,17,0.1,24,9,-14,3,6
CCn1ncc(C(=O)Nc2ccccc2C)c1C,-24,-3,-14,-18,-0.1,0,-4,-1,-6,5
O=C(CNCc1ccccn1)Nc1cc(C(F)(F)F)ccc1N1CCOCC1,8,11,-1,-7,0.1,17,2,9,-1,2
Cc1onc(-c2ccccc2)c1CNS(=O)(=O)c1cccc(Br)c1,-1,2,16,13,-0.1,27,1,1,-1,-1
CS(=O)(=O)c1ccccc1-c1nnc(NC(=O)c2ccc3ncsc3c2)o1,nt,nt,-8,-15,0.0,4,-2,-5,-3,nt
C=CCN(c1ccc(C(=O)N2CCCC2)cc1)S(C)(=O)=O,21,3,-1,2,-0.7,7,1,11,-4,-8
CCc1ccc(Nc2nnc(SCc3cc(=O)n4ccsc4n3)s2)cc1,-25,0,11,8,-0.1,45,1,-11,-4,-5
Cc1cc(S(=O)(=O)N2CCCC2)c(C)s1,-25,7,-13,-3,-0.1,11,?,1,-13,1
COc1cccc(/C=C/C(=O)c2ccc[nH]2)c1,-173,-4,-305,86*,-0.3,1,9,1,50,0
COc1cc(-c2nnc3n(CCc4ccccc4)c(=O)c4ccccc4n23)cc(OC)c1OC,1,-1,-34,5,0.6,27,-3,3,-3,11
COC(=O)c1nc2n(n1)C(c1ccc(OC)c(OC)c1)C(C(=O)OC1CCCCC1)=C(C)N2 (centres undefined),-5,2,7,0,0.3,25,3,4,-7,1
COc1cccc(NC(=O)NC2CCN(CC(=O)Nc3ccccc3[N+](=O)[O-])CC2)c1,8,0,15,6,0.3,3,-5,-35,1,0
Cc1ccc(S(=O)(=O)N2CCC(C(=O)OCC(=O)NC3(C#N)CCCCC3)CC2)cc1C,nt,nt,-20,-1,0.0,27,13,0,-2,nt
O=C(Nc1cccc2ncccc12)C(c1ccccc1)c1ccccc1,-24,2,-4,20,0.8,19,-3,1,6,-1
Cc1cccc(C(=O)N[C@H](C(=O)Nc2ncc(C)s2)C(C)C)c1,42,3,-7,1,0.1,14,-2,0,-4,-2
Cc1cc(C(=O)CSc2nnc(-c3ccncc3)n2-c2ccccc2)c(C)n1C,-3,-1,-7,11,0.0,32,?,2,-4,-5
COC(=O)c1ccc2c(C)c(C(C)(C)O)[nH]c2c1,-53,-6,-49,5,2.6,7,-259,-2,-3,4
Cc1cc(=O)[nH]c(SCC(=O)Nc2ccc(S(N)(=O)=O)cc2)n1,-17,1,9,7,-0.1,10,-6,-3,-3,-2
COC(=O)C(C)N1C(=O)S/C(=C/c2cc(C)n(C(C)C)c2C)C1=O (centres undefined),-143,7,-127,8,3.5,-34,-3,0,12,-5
COCCCn1c(CCC(=O)O)ccc1-c1ccc(F)cc1,1,2,14,9,-0.7,0,-25,-18,0,-3
Cc1ccc(C(=O)O)cc1NC(=O)c1cccs1,-40,-2,10,-26,-0.9,39,6,-1,-4,-3
O=c1[nH]cc(N=Cc2cc([N+](=O)[O-])ccc2O)c(=O)[nH]1,-23,-2,-4,-5,-1.3,36,9,2,-6,-1
Cc1ccc(C)n1-c1ccc(N2CCOCC2)c(Br)c1,11,4,-5,-23,-0.4,8,-8,-1,-18,0
COCCNC(=O)c1cc2c(=O)n3cccc(C)c3nc2n(Cc2ccncc2)c1=N,-25,2,23,-2,-0.2,8,-391,17,-3,0
CN(C)C(=O)NC1c2ccccc2-c2ccccc21,-9,-1,-2,-11,-0.3,18,8,9,-4,6
CC(=O)Nc1ccc(S(=O)(=O)NCC2CCC(C(=O)NC3CCCCCC3)CC2)cc1 (centres undefined),-13,-2,-16,2,-0.6,22,-4,-14,0,0
Cc1cc(=O)[nH]c(/N=C(\N)Nc2cccc3ccccc23)n1,-3,4,9,-18,0.5,13,-2,4,-5,11
CCOC(=O)N1CCC(NC(=O)C2CCN(C(=O)N3CC(C)Oc4ccc(C)cc43)CC2)CC1 (centres undefined),8,1,22,-9,0.4,0,-8,-2,-6,-2
COc1ccc2nc(NC(=O)CSc3nnnn3C)sc2c1,-58,1,-122,8,4.0,-22,-3,5,21,-3
O=S(=O)(c1ccccc1)N1CCN(Cc2cccc(Cl)c2)CC1,-5,0,nt,nt,nt,nt,-5,nt,nt,-25
COc1ccc(N(CC(=O)NCc2ccc3c(c2)OCO3)S(C)(=O)=O)cc1OC,5,1,0,24,0.0,20,2,-10,4,3
O=C(Nc1ccc(Cl)c(Cl)c1)Nc1nnc(-c2ccncc2)s1,0,4,nt,nt,nt,nt,-5,nt,nt,3
CCOC(=O)C1CCCN(C2CC(=O)N(c3cccc(C)c3)C2=O)C1 (centres undefined),-6,-1,-3,-9,-0.2,-4,2,12,-6,-2
Cc1cc(C)cc(NC(=O)C2CC(=O)n3ncnc3N2)c1 (centres undefined),-27,-2,13,-8,-0.5,13,-2,8,-7,-6
COc1ccccc1CNCC(=O)N1CC(=O)Nc2ccccc21,-2,2,-10,-8,-0.6,27,-3,12,-5,1
N=C1S/C(=C\c2cn[nH]c2-c2ccc(F)cc2)C(=O)N1c1ccccc1F,-17,1,-108,-3,1.6,20,-2,0,-9,1
Cc1cc(NC(=O)CCC(=O)N(CC(=O)NCC2CCCO2)c2cccc(C)c2C)no1 (centres undefined),-11,0,24,9,0.0,24,-2,-25,3,0
COc1cc(C(=O)Nc2cnc(NC(=O)C(C)C)cc2C)cc(OC)c1OC,20,5,-1,1,0.0,-6,-3,2,6,-4
O=C(Nc1cccc(S(=O)(=O)N2CCOCC2)c1)c1cc2c(s1)CCC2,-34,2,0,-37,-0.2,37,1,-5,-18,1
CCNC(=S)N1CCC(NC(=O)C2CCCCC2)CC1,-6,-2,-2,2,-0.2,21,4,-2,1,5
O=c1nc2n(c3cccc(Cl)c13)CCCCC2,-27,3,-15,17,0.9,26,-2,-3,0,10
# Next part
SMILES,KLF5 inh,HSP90 inh,aSyn UTR inh,HSF1 activator,HIF activator,AI-2 QS mod,HDAC3 inhib,Platelet DG rel,HSF1 inh,IEC-6 cytotox
CCSc1nc(-c2ccco2)ccc1C#N,-3,1,-20,27,0.4,24,-1,5,6,1
OC1(c2cccs2)CN(c2ccc(Cl)cc2)C2=[N+]1CCCC2 (centres undefined),-45,2,-18,4,-0.4,4,nt,6,2,1
O=C(Nc1ncc(Cc2ccc(SC(F)F)cc2)s1)c1ccc(OC(F)F)cc1,0,1,-129,-30,-1.3,17,-2,-2,-20,5
O=C(Nc1cccc(-c2nnc(-c3ccccc3)o2)c1)c1ccc(Br)o1,-34,6,-16,-10,-0.1,18,11,0,-1,2
CCOC(=O)C1(Cc2ccc(O)cc2)NC(c2ccco2)C2C(=O)N(c3ccccc3F)C(=O)C21 (centres undefined),-7,6,17,13,-0.6,14,8,0,-5,6
O=C(CN(C(=O)c1csnn1)c1ccccc1F)NC1CCCCC1,-35,4,0,2,-0.2,16,-3,1,-4,0
COc1ccc(Cl)cc1NC(=O)Nc1ccccc1SC,-39,-3,-20,7,0.5,23,-8,-5,-1,1
COC(=O)CSc1ncc(C#N)c(N)n1,-9,1,-8,-2,-0.3,8,4,0,-2,-4
O=C(c1cccc(S(=O)(=O)NCc2ccccc2)c1)N1CCN(Cc2ccccc2)CC1,-30,1,6,22,0.5,16,-1,-33,-2,-2
CN(/N=C/c1ccc(O)cc1O)c1ncc(C(F)(F)F)cc1Cl,-1,2,7,-8,0.3,10,15,14,-10,1
Cc1onc(-c2ccccc2Cl)c1C(=O)N(Cc1ccccc1)C(C)C,2,0,2,3,-2.0,22,-2,2,3,9
CCc1cccc(CC)c1NC(=O)CNCc1cccs1,-13,-3,6,10,1.2,5,nt,6,-3,-2
NC(=O)c1cc(N2C(=O)C=CC2=O)ccc1Cl,-14,-1,17,13,-0.2,-82*,5,10,0,1
CN1CCN(C=NC2=NN(c3cccc(C(F)(F)F)c3)CC2)CC1,-4,6,26,7,-0.1,16,2,-16,-7,2
Cc1cccc(C(=O)NNC(=O)C2CCN(C(=O)OC(C)(C)C)CC2)c1,-20,-6,19,8,0.2,-4,-3,1,-1,5
O=C(Oc1cccc2cccnc12)c1ccc2c(c1)OCCO2,-22,3,-27,-10,0.9,8,-2,0,2,4
